Screens as filed in PubChem.
NLRP3 yeast inh = inhibitors of NALP3 inflammasome in yeast | Yeast reconstituted NLRP3/ASC/caspase-1, beta-gal luminescence, 24 h | inhibition, % at 10 µM | actives 0.39% (n = 330,000) | AID 2825;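 active = inhibition of 50% or more; inactive = inhibition below 50%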;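 note: plate controls were induced DMSO wells for no effect and uninduced yeast grown without galactose for full effect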
tim10-1 inh = tim10-1 yeast growth inhibition; inhibition, % at 20 µM; actives 2.2% (n = 330,000); AID 463190; S. cerevisiae tim10-1 ts strain growth, BacTiter-Glo, 24 h;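 active = inhibition of at least 40%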;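 note: mutant grown at 25 °C; 0% = DMSO wells with yeast and 100% = wells holding no yeast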
UPR XBP1 act = adaptive UPR (XBP1) activation; actives 0.33% (n = 330,000); activation, % at 20 µM; CHO-XBP1 luciferase reporter, IRE1-XBP1 UPR activation, luminescence; percent of tunicamycin response, DMSO as zero;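 active = versus positive control, 20 µM dose yields 30% or more activation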;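 note: 100% = tunicamycin at 10 µg/mL and 0% = DMSO only wells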
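Material: IRE1-XBP1 luciferase reporter CHO line / Quantity: one thousand reporter cells per well / Buffer or medium: F12 with 10% serum / Compound: 20 µM single concentration, DMSO 1% / Times: 6 h treatment, 37 °C / Detection: Steady-Glo luciferase glow luminescence, 10 min after reagent addition / Benchmarks: tunicamycin high, DMSO low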
GRIN3A LBD mod = NR3A (human) ligand-binding domain modulation; NR3A LBD differential scanning fluorimetry, Tm shift; 0% = protein alone, 100% = glycine-bound protein; Tm shift relative to glycine control, % at 25 µM; AID 1259313; actives 2.5% (n = 340,000);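 active = melting temperature shift of at least 10% of the positive control shift, at one fixed dose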
UPR CHOP act = apoptotic UPR (CHOP) activation | CHO-CHOP luciferase reporter, luminescence; percent of tunicamycin response over DMSO baseline | activation, % at 10 µM | actives 0.34% (n = 330,000) | AID 449763;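 active = at 10 µM dose, activation of 40% or more, normalized to positive control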;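 note: 100% = tunicamycin at 10 µg/mL and 0% = DMSO alone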
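Test system: CHO CHOP reporter cells. Input: 500 CHO-CHOP cells per well. Medium: F12 with 10% FBS. Technique: luciferase luminescence. Measure: percent activation relative to tunicamycin control. Dosing: 10 µM compound, 0.5% DMSO. Timing: 16-18 h cell attachment, then 6 h compound exposure, 37 °C.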
APJ agonist = agonists of human APJ apelin receptor; activation, % at 20 µM; P35414; AID 2520; actives 0.11% (n = 330,000); CHO-K1 APJ PathHunter beta-arrestin, luminescence; 0% DMSO wells, 100% apelin;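 active = activation more than six SD over the plate average, tested at 20 µM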;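 note: 0% = DMSO alone and 100% = apelin-13 at 10 nM; some results filed as inactive read as strong as hits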
Target sequence (P35414 whole entry, looked up): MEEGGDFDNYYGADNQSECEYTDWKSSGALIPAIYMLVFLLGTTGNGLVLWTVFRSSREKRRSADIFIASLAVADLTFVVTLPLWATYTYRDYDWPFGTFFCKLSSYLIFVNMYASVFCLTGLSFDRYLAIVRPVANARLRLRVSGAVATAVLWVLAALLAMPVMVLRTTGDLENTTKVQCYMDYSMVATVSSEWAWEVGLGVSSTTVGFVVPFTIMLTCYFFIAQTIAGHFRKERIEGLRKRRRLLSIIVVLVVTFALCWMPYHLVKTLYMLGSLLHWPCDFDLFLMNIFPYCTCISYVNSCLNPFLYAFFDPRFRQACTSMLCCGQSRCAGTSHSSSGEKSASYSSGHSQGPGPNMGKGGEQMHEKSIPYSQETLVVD
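Material: CHO-K1 APJ beta-arrestin complementation cell line; Input: cell density 1000 per well; Incubation: compound stimulation 90 min at 25 °C, detection 60 min; Signal: luminescence from split beta-galactosidase complementation, Galacton Star/Emerald II substrate; Controls: DMSO-only wells as negative, 10 nM Apelin-13 as positive control.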
tim23-1 inh = inhibits growth of tim23-1 mutant yeast; AID 463212; inhibition, % at 20 µM; actives 1.3% (n = 330,000); S. cerevisiae tim23-1 growth, BacTiter-Glo luminescence, 24 h;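 active = growth inhibition of the mutant yeast at or above 50%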;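 note: temperature-sensitive mutant grown at 25 °C; plate controls were DMSO-treated mutant yeast for no effect and medium wells lacking yeast for full effect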
Mdm2 MdmX PPI = human Mdm2/MdmX binding inhibition; O15151+Q00987; SaOS-2 split-luciferase Mdm2/MdmX complementation, luminescence; inhibition, % at 8 µM; actives 3% (n = 330,000);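 active = inhibition of at least 50% at 8 µM in the primary screen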
TIM10 inh = growth inhibitors of TIM10 yeast strain | inhibition, % at 10 µM | S. cerevisiae TIM10 strain growth, BacTiter-Glo luminescence, 24 h | actives 1.4% (n = 330,000);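 active = inhibition of 40% or more at the single tested concentration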;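 note: wild-type TIM10 isogenic control strain grown at permissive 25 °C; 0% = DMSO yeast wells and 100% = minimal medium wells without yeast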
* marks the source's active call; other numbers are inactive results.

Letter code: A = NLRP3 yeast inh; B = tim10-1 inh; C = UPR XBP1 act; D = GRIN3A LBD mod; E = UPR CHOP act; F = APJ agonist; G = tim23-1 inh; H = Mdm2 MdmX PPI; I = TIM10 inh
> COc1ccc2nc(C)cc(SCC(NC(C)=O)C(=O)OC(C)C)c2c1 (stereo not drawn)
  A = 20.3 | B = 11.9 | C = -2.9 | D = -0.1 | E = -0.7 | F = -5.7 | G = 23.4 | H = 14.5 | I = 17.4

> O=C(CSc1n[nH]c(-c2ccncc2)n1)Nc1ccc(Cl)c(C(=O)O)c1
  A = 13.3 | B = -10.0 | C = 3.6 | D = 2.4 | E = 1.0 | F = -0.8 | G = -8.5 | H = 19.2 | I = 1.0

> CC(C)Cn1c(N)c(C=O)c(=O)[nH]c1=O
  A = 6.3 | B = 2.7 | C = 11.1 | D = -0.2 | E = -0.9 | F = -2.7 | G = 8.3 | H = 18.0 | I = -0.8

> Cc1noc(C)c1COc1cccc(C(=O)Nc2ccccc2N2CCOCC2)c1
  A = 3.5 | B = 12.7 | C = -3.3 | D = -1.5 | E = -2.5 | F = -3.3 | G = 4.0 | H = -3.9 | I = 14.5

> CCCCOc1ccc(C(=O)CCN2CCOCC2)cc1
  A = 31.4 | B = 33.8 | C = -2.2 | D = 0.8 | E = -0.3 | F = -2.5 | G = 25.9 | H = 9.2 | I = -6.9

> COc1ccc(N2CCN(C(=O)COC(=O)/C=C/c3ccc(OC(F)F)cc3)CC2)cc1
  A = -0.5 | B = -6.3 | C = -1.8 | D = 0.8 | E = -0.7 | F = -2.2 | G = -21.9 | H = 6.1 | I = 2.0

Sorted by the number under NLRP3 yeast inh (lowest first): 3 of the compounds above
smiles	NLRP3 yeast inh
COc1ccc(N2CCN(C(=O)COC(=O)/C=C/c3ccc(OC(F)F)cc3)CC2)cc1	-0.5
Cc1noc(C)c1COc1cccc(C(=O)Nc2ccccc2N2CCOCC2)c1	3.5
CCCCOc1ccc(C(=O)CCN2CCOCC2)cc1	31.4

Single records, from the list above.
COc1ccc(N2CCN(C(=O)COC(=O)/C=C/c3ccc(OC(F)F)cc3)CC2)cc1 across the screens: NLRP3 yeast inh: -0.5; tim10-1 inh: -6.3; UPR XBP1 act: -1.8; GRIN3A LBD mod: 0.8; UPR CHOP act: -0.7; APJ agonist: -2.2; tim23-1 inh: -21.9; Mdm2 MdmX PPI: 6.1; TIM10 inh: 2.0
Cc1noc(C)c1COc1cccc(C(=O)Nc2ccccc2N2CCOCC2)c1 across the screens: NLRP3 yeast inh: 3.5; tim10-1 inh: 12.7; UPR XBP1 act: -3.3; GRIN3A LBD mod: -1.5; UPR CHOP act: -2.5; APJ agonist: -3.3; tim23-1 inh: 4.0; Mdm2 MdmX PPI: -3.9; TIM10 inh: 14.5
